ER stress rescue: rescue of cells from ER stress-induced death, primary screen, 384-well, CSM14.1, thapsigargin, ATP luminescence (AID 1222); one-dose cellular ATP content (survival), % at 20 µM; EC50 in µM for titrated hits; 190,000 tested, under 10 active; CSM14.1 thapsigargin-induced death rescue, ATP luminescence; higher % means a stronger effect;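 active = EC50 below 50 µM in the dose-response confirmation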;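 note: death triggered by thapsigargin at about 15 µM added after 2 h compound pretreatment; cell ATP read after overnight thapsigargin exposure of roughly 18 to 22 hours; normalized against plate controls of thapsigargin alone and 5% DMSO vehicle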
Salmonella PhoP GFP: inhibitors of PhoP regulon expression, primary screen, Salmonella Typhimurium, GFP reporter (AID 1863); S. Typhimurium PhoP-regulated promoter GFP reporter, 4 h; higher % means a stronger effect; inhibition, % at 50 µM, or IC50 in µM where a hit was titrated; actives 0.16% (n = 300,000);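 active = inhibition over 29.93%, a cutoff 3 SD above the screen mean, later confirmed by dose response; inconclusive = inhibition over 29.93% but no dose response follow-up; inactive = inhibition at most 29.93% or unconfirmed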;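 note: 0% = low Mg2+ inducing control and 100% = high Mg2+ repressing control; strong numbers were not always called active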
RSV antiviral HEp-2: RSV antiviral activity via CPE protection, HEp-2 cells, primary 10 µM value included (AID 2391) | HEp-2 cells, RSV-induced CPE inhibition; higher % means a stronger effect | one-dose CPE inhibition, % at 10 µM; IC50 in µM for titrated hits | actives 0.13% (n = 310,000); in the data active = a potency from the dose series; inconclusive = CPE inhibition mostly from about 23% at the one dose, without a potency; inactive = the rest, 99 in 100 with CPE inhibition below about 21%; note: strong numbers were not always called active
West Nile antiviral: West Nile virus antiviral activity, cell-based, CPE readout (AID 1621); West Nile virus-infected cells, CPE inhibition; higher % means a stronger effect; one-dose CPE inhibition, % at 10 µM; IC50 in µM for titrated hits; actives 0.02% (n = 290,000); in the data active = a potency from the dose series; inconclusive = CPE inhibition mostly from about 3.7% at the one dose, without a potency; inactive = the rest, 99 in 100 with CPE inhibition below about 2.2%; note: strong numbers were not always called active
SV40 large T antigen: SV40 large T antigen inhibitors, biochemical (AID 1903) | SV40 large T antigen ATPase/helicase inhibition assay; higher % means a stronger effect | inhibition, % at 20 µM; hits with a dose series show IC50 in µM | actives 0.39% (n = 310,000); in the data active = a potency from the dose series; inconclusive = inhibition mostly from about 32% at the one dose, without a potency; inactive = the rest, 99 in 100 with inhibition below about 32%; note: strong numbers were not always called active
Rac1 GTP hydrolysis: MgcRacGAP GTPase-activating activity inhibitors, confirmation, biochemical, ADP Hunter fluorescence; inhibition, % at 30 µM; hits with a dose series show IC50 in µM; actives 0.6% (n = 340,000); Rac GTPase-activating protein 1 (Homo sapiens); MgcRacGAP-stimulated Rac1 GTP hydrolysis, ADP Hunter fluorescence; higher % means a stronger effect; GST-tagged Rac1 F28L mutant substrate; AID 624330, 2012;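 active = first-screen hits whose inhibition reached a set limit at any dose in the follow-up dose series; inconclusive = inhibition above the set first-screen limit but never retested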;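 note: fluorescence reports GDP produced by GAP-driven GTP hydrolysis; strong numbers were not always called active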
LYP inhibition: inhibitors of LYP phosphatase, biochemical, fluorescence intensity, uHTS (AID 1779); inhibition, % at 11.5 µM, or IC50 in µM where a hit was titrated; recombinant LYP phosphatase, fluorescence intensity; higher % means a stronger effect; actives 0.054% (n = 290,000); in the data active = inhibition above about 50%;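 note: plate controls were vehicle with enzyme for no effect and no enzyme for full effect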
NS5 inhibitors: Dengue-2 NS5 methyltransferase inhibitors, primary screen, biochemical, confirmation dose response (AID 588689). Genome polyprotein (Dengue virus type 2 (strain 16681-PDK53)). Dengue-2 NS5 methyltransferase capping enzyme assay, biochemical; higher % means a stronger effect. one-dose inhibition, % at 25 µM; IC50 in µM for titrated hits. actives 0.3% (n = 340,000); in the data active = a potency from the dose series; inconclusive = inhibition above about 29% without an active follow-up result
GPR35 arrestin U2OS: GPR35 antagonists blocking zaprinast-driven arrestin recruitment, primary screen, imaging, U2OS, beta-arrestin-GFP, zaprinast agonist (AID 2058); G-protein coupled receptor 35 (Homo sapiens); U2OS GPR35 beta-arrestin-GFP translocation imaging, zaprinast antagonism; higher % means a stronger effect; inhibition, % at 10 µM; hits with a dose series show IC50 in µM; actives 0.052% (n = 290,000);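 active = inhibition of at least 50% with at least 30 cells and total cytoplasm GFP at most 10,000,000; inconclusive = under 30 cells or total GFP of 10,000,000 plus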
NS5 inhibitors pilot replicate: also measured in NS5 inhibitors; calls as there; inhibition, %; measured here: pilot screen replicate inhibition
Active calls of the source: *; u = inconclusive; x = not tested or not shown. Compounds as they come; overall some 1.5% were active at least once.

Sample of the layout, 2 compounds:
SMILES	ER stress rescue	Salmonella PhoP GFP	RSV antiviral HEp-2	West Nile antiviral	SV40 large T antigen	Rac1 GTP hydrolysis	LYP inhibition	NS5 inhibitors	GPR35 arrestin U2OS	others
COc1ccc(NC(=O)/C(=C/c2ccc(OC(C)=O)c(OC)c2)NC(C)=O)cc1	-1.5%	-13%	2.2%	-0.1%	16%	4%	-2%	2%	0%
CCOC(=O)CC(=O)CSc1ncnc2c1oc1ccccc12	-0.6%	-1%	1.5%	x	12%	11%	-7%	-8%	-3%

The list itself (from the top)
SMILES	ER stress rescue	Salmonella PhoP GFP	RSV antiviral HEp-2	West Nile antiviral	SV40 large T antigen	Rac1 GTP hydrolysis	LYP inhibition	NS5 inhibitors	GPR35 arrestin U2OS	others
COc1ccc(NC(=O)/C(=C/c2ccc(OC(C)=O)c(OC)c2)NC(C)=O)cc1	-1.5%	-13%	2.2%	-0.1%	16%	4%	-2%	2%	0%
CCOC(=O)CC(=O)CSc1ncnc2c1oc1ccccc12	-0.6%	-1%	1.5%	x	12%	11%	-7%	-8%	-3%
O=C(N/N=C/c1cccs1)c1cncc(Br)c1	-1.1%	-1%	3.0%	0.5%	-5%	10%	-4%	-4%	-20%
Cc1cc(NC(=O)c2ccc(Br)c([N+](=O)[O-])c2)no1	-0.9%	6%	5.0%	-0.7%	3%	4%	-3%	0%	-9%
S=c1[nH]ncn1/N=C/c1ccc(N2CCOCC2)cc1	-3.2%	-1%	2.4%	1.1%	15%	-5%	-4%	-4%	10%
O=C1CC(Cc2ccccc2)C(=O)N1CCc1ccc2c(c1)OCO2 (stereo not drawn)	-3.3%	12%	3.8%	-0.1%	5%	-7%	-2%	1%	-5%
C=COCCNC(=O)Nc1ccc(Cl)c(Cl)c1	-2.0%	14%	1.1%	-0.3%	-2%	-5%	-7%	-9%	16%
Nc1nc(NCC2CCCO2)nc(Nc2ccccc2)c1[N+](=O)[O-] (stereo not drawn)	-1.6%	-9%	0.4%	1.6%	3%	4%	4%	-1%	4%
COc1ccccc1OCCC(=O)OCC(=O)c1c(N)n(C)c(=O)n(C)c1=O	-0.4%	0%	1.9%	0.8%	15%	7%	-7%	0%	-13%
FC(F)Sc1ccc(NC2=NCCCCC2)cc1	x	5%	0.9%	-0.3%	2%	12%	-8%	1%	-10%
Cn1c(=O)c2c(nc(N3CCOCC3)n2C/C=C/c2ccccc2)n(C)c1=O	x	0%	2.6%	-1.1%	0%	x	-6%	x	-6%
Cc1ccc(NC(=O)c2noc3c2CCCCC3)cc1	-2.9%	4%	4.7%	0.3%	4%	5%	-11%	-9%	10%

3 structures already listed, arranged by formula weight, falling.
SMILES	ER stress rescue	Salmonella PhoP GFP	RSV antiviral HEp-2	West Nile antiviral	SV40 large T antigen	Rac1 GTP hydrolysis	LYP inhibition	NS5 inhibitors	GPR35 arrestin U2OS	others
COc1ccccc1OCCC(=O)OCC(=O)c1c(N)n(C)c(=O)n(C)c1=O	-0.4%	0%	1.9%	0.8%	15%	7%	-7%	0%	-13%
CCOC(=O)CC(=O)CSc1ncnc2c1oc1ccccc12	-0.6%	-1%	1.5%	x	12%	11%	-7%	-8%	-3%
S=c1[nH]ncn1/N=C/c1ccc(N2CCOCC2)cc1	-3.2%	-1%	2.4%	1.1%	15%	-5%	-4%	-4%	10%

The results go on.
SMILES	ER stress rescue	Salmonella PhoP GFP	RSV antiviral HEp-2	West Nile antiviral	SV40 large T antigen	Rac1 GTP hydrolysis	LYP inhibition	NS5 inhibitors	GPR35 arrestin U2OS	others
COc1cccc2[nH]c(C(=O)NCCCN3CCCC3=O)cc12	x	-6%	2.6%	0.2%	11%	9%	-11%	-3%	11%
Cc1csc(NC(=O)c2cccc(S(=O)(=O)N3CCCCC3)c2)n1	-1.0%	-1%	18%	-0.8%	-1%	-5%	-8%	9%	-4%
CC(=O)c1sc(-c2ccc(F)cc2)cc1NS(=O)(=O)c1ccc(C)cc1	x	-10%	3.2%	0.0%	4%	7%	-3%	-2%	9%
Cc1cccc(N(Cc2cc3ccc(C)cc3[nH]c2=O)C(=O)c2ccco2)c1	x	25%	5.2%	0.0%	12%	9%	2%	0%	-10%
Cc1ccc(-c2nc(C)sc2CC(=O)OCC(=O)Nc2ccc(F)c(Cl)c2)cc1	x	x	-1.1%	x	7%	10%	x	-7%	x
c1ccc2cc3[nH]c(CN4CCCCC4)nc3cc2c1	-0.2%	22%	0.4%	0.0%	3%	20%	-5%	4%	-1%
COc1ccc2noc3c2c1C(=O)c1ccccc1-3	x	x	0.1%	x	30%	8%	x	u	x
CCn1nc(C)c(CN2CCC(n3nccc3NC(=O)CCCc3ccccc3)CC2)c1C	x	-5%	0.2%	-0.3%	2%	2%	-7%	-3%	-9%
Cc1ccccc1Nc1nc(N)nc(COc2ccc(C#N)cc2)n1	-1.0%	9%	2.7%	-0.9%	5%	-17%	-2%	-10%	2%
CC(C)(C)OC(=O)N1CCC(CNC(=O)c2ccc(F)cc2)CC1	x	-6%	x	-0.5%	13%	1%	-11%	2%	7%
O=C(Cn1nc(C(F)F)cc1C(F)F)NNC(=S)Nc1ccc(Cl)cc1	1.1%	25%	0.2%	-0.4%	14%	9%	-12%	-2%	1%
O=C(COC(=O)/C=C/c1ccc2c(c1)OCO2)NC1CC1	-0.7%	-6%	2.8%	0.6%	7%	2%	-5%	-8%	-3%
CCC1(c2ccccc2)NC(=O)N(CC(=O)Nc2ccccc2N2CCCCC2)C1=O (stereo not drawn)	x	-6%	7.7%	-0.5%	27%	8%	1%	-8%	0%
Cc1ccnc(NC(=O)c2cccc(S(=O)(=O)NCc3ccccc3)c2)c1	x	7%	0.3%	x	11%	3%	x	-3%	x
O=C(c1ccc(S(=O)(=O)N2CCCCC2)cc1)c1nnc(-c2ccc(Cl)cc2)o1	0.0%	5%	x	0.8%	-2%	8%	-2%	-1%	10%
CCOc1ccc(-n2nnnc2SCC(=O)N2CCOCC2)cc1	0.2%	3%	-0.1%	-0.1%	7%	9%	-8%	6%	-4%
COC(=O)c1oc2ccc(Br)cc2c1NC(C)=O	-2.1%	8%	0.9%	0.2%	8%	1%	0%	-4%	-15%
Cc1ccccc1NC(=S)NC(NC(=O)COc1ccccc1)C(Cl)(Cl)Cl (stereo not drawn)	-1.7%	8%	2.7%	-0.8%	-2%	6%	-2%	-23%	22%
CCOc1ccc(N2CC(C(=O)Nc3ccccn3)CC2=O)cc1 (stereo not drawn)	0.3%	x	3.1%	-0.6%	x	-11%	-6%	-5%	3%
CC(C)(C=O)Cc1cc(C(C)(C)C)c(O)c(C(C)(C)C)c1	x	-6%	-1.4%	x	19%	-3%	x	-6%	x
Cc1onc(-c2ccccc2)c1C(=O)NNC(=S)NC(=O)/C=C/c1cccs1	3.3%	-9%	0.4%	0.0%	13%	5%	7%	-6%	10%
CN(C)c1ccc(CN(C(=O)COc2ccccc2)C2CCS(=O)(=O)C2)cc1 (stereo not drawn)	-2.5%	-10%	2.5%	-0.2%	11%	0%	-5%	0%	-6%	NS5 inhibitors pilot replicate=-4.7
O=C(NNC(=O)C1CC(=O)N(c2ccc3c(c2)OCCO3)C1)c1ccc(F)cc1 (stereo not drawn)	x	-2%	-2.3%	x	11%	-4%	x	-8%	x
CN(C)CCCNc1c2c(nc3cc(-c4cccc(F)c4)nn13)CCC2	-1.3%	x	-0.7%	u	x	11%	-5%	x	13%
O=C(O)C1=CC[C@@H](c2ccc(Cl)cc2)N(S(=O)(=O)c2ccc(Cl)cc2)[C@H]1c1cccc(Cl)c1	x	-8%	16%	x	23%	-7%	x	37µM*	x
O=[N+]([O-])c1ccc(C2CCCC/C2=N/OCc2ccccc2F)c([N+](=O)[O-])c1 (stereo not drawn)	-0.1%	1%	7.5%	-0.2%	5%	6%	12%	-1%	9%
CC(=O)c1nnn(-c2nc(N)nc(N(c3ccccc3)c3ccccc3)n2)c1C	-1.1%	-5%	0.7%	0.6%	-4%	6%	4%	-7%	6%	NS5 inhibitors pilot replicate=-1.4
O=C(Nc1ccccc1C(=O)NC(Cc1c[nH]c2ccccc12)C(=O)O)c1ccccc1 (stereo not drawn)	x	-6%	0.1%	-0.3%	9%	13%	-1%	5%	12%
COCCNC(=S)N1CCC(NC(=O)C23CC4CC(CC(C4)C2)C3)CC1	1.0%	4%	3.6%	-0.6%	6%	-4%	-10%	-7%	-2%
CCCc1nnc(NC(=O)CCS(=O)(=O)Cc2ccccc2)s1	x	-6%	4.0%	-0.4%	5%	6%	-8%	1%	-3%
O=C(O)c1cc(NCc2cccs2)ccc1N1CCOCC1	-0.1%	1%	0.6%	0.3%	16%	8%	-7%	-8%	-3%
CCCCN(C(=O)C(C)Oc1ccc(Cl)cc1)c1c(N)n(CCCC)c(=O)[nH]c1=O (stereo not drawn)	x	-4%	-0.2%	x	17%	6%	x	-3%	x
CCNC(=S)N(Cc1ccco1)Cc1cc2cc3c(cc2[nH]c1=O)OCCO3	0.6%	0%	2.0%	-1.0%	1%	2%	2%	-7%	-12%
O=C(Nc1ccncc1)c1ccc2c(c1)C(=O)N(CC1CCCO1)C2=O (stereo not drawn)	-0.5%	5%	0.5%	0.4%	2%	6%	0%	-3%	2%
Cc1noc(C)c1S(=O)(=O)N1CCC(C(=O)N2CCN(c3ccccc3Cl)CC2)CC1	6.9%	14%	3.0%	-1.1%	7%	8%	1%	2%	-4%
Nc1c(C(=O)NCc2ccccc2)c2nc3ccccc3nc2n1-c1ccc2c(c1)OCO2	-3.4%	0%	0.1%	u	-7%	3%	4%	-1%	-3%
